NS5 inhibitors – Dengue-2 NS5 methyltransferase inhibitors, primary screen, biochemical, confirmation dose response (AID 588689); Genome polyprotein (Dengue virus type 2 (strain 16681-PDK53)); Dengue-2 NS5 methyltransferase capping enzyme assay, biochemical; higher % means a stronger effect; inhibition, % at 25 µM, or IC50 in µM where a hit was titrated; 0.3% of 340,000 active; in the data active = a potency from the dose series; inconclusive = inhibition above about 29% without an active follow-up result
PhoP inhibition – inhibitors of PhoP regulon expression, primary screen, Salmonella Typhimurium, GFP reporter (AID 1863) | 0.16% of 300,000 active | inhibition, % at 50 µM; hits with a dose series show IC50 in µM | S. Typhimurium PhoP-regulated promoter GFP reporter, 4 h; higher % means a stronger effect;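 active = inhibition over 29.93%, a cutoff 3 SD above the screen mean, later confirmed by dose response; inconclusive = inhibition over 29.93% but no dose response follow-up; inactive = inhibition at most 29.93% or unconfirmed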;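 also: 0% = low Mg2+ inducing control and 100% = high Mg2+ repressing control; strong numbers were not always called active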
MgcRacGAP inhibition – MgcRacGAP GTPase-activating activity inhibitors, confirmation, biochemical, ADP Hunter fluorescence; MgcRacGAP-stimulated Rac1 GTP hydrolysis, ADP Hunter fluorescence; higher % means a stronger effect; GST-tagged Rac1 F28L mutant substrate; one-dose inhibition, % at 30 µM; IC50 in µM for titrated hits; 0.6% of 340,000 active; AID 624330, 2012;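 active = first-screen hits whose inhibition reached a set limit at any dose in the follow-up dose series; inconclusive = inhibition above the set first-screen limit but never retested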;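 also: fluorescence reports GDP produced by GAP-driven GTP hydrolysis; strong numbers were not always called active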
HIV peptide binding – inhibitors of HIV fusion peptide binding, primary screen, biochemical, uHTS, fluorescence dequenching (AID 1986). cell-free peptide binding, fluorescence dequenching, 30 min; higher % means a stronger effect. inhibition, % at 20 µM; hits with a dose series show IC50 in µM. 0.3% of 290,000 active; in the data active = inhibition mostly above about 52%, no sharp cut-off; inactive = mostly below about 76%; also: some results filed as inactive read as strong as hits
K1F lysis inhibition – inhibition of K1F phage lysis, E. coli UTI89, bacterial capsule biogenesis inhibitors, alamar blue (AID 488966); 0.02% of 340,000 active; E. coli UTI89 K1F phage lysis, alamar blue, 2 h; higher % means a stronger effect; inhibition, % at 100 µM, or IC50 in µM where a hit was titrated;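 active = phage lysis inhibition, versus mean bacterial control, above a set limit; inconclusive = no clear call, values can overlap the other calls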;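 also: capsule biogenesis inhibitors block K1F phage lysis so surviving cells raise fluorescence; higher fluorescence means more inhibition of phage lysis; actives were called in the ten point dose series up to 300 µM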
Large T inhibition – SV40 large T antigen inhibitors, biochemical (AID 1903). SV40 large T antigen ATPase/helicase inhibition assay; higher % means a stronger effect. inhibition, % at 20 µM; hits with a dose series show IC50 in µM. 0.39% of 310,000 active; in the data active = a potency from the dose series; inconclusive = inhibition mostly from about 32% at the one dose, without a potency; inactive = the rest, 99 in 100 with inhibition below about 32%; also: strong numbers were not always called active
GPR55 LPI antagonism – GPR55 antagonists blocking LPI-driven arrestin recruitment, primary screen, imaging, U2OS, beta-arrestin-GFP, LPI agonist (AID 2013); G-protein coupled receptor 55 (Homo sapiens); U2OS GPR55 beta-arrestin-GFP translocation imaging, LPI antagonism; higher % means a stronger effect; inhibition, % at 10 µM, or IC50 in µM where a hit was titrated; 0.13% of 290,000 active;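 active = spots per cell inhibited over 60%, with over 100 cells counted and total cytoplasm intensity under 500,000; inconclusive = wells with under 100 cells, flagged as likely toxic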;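 also: U2OS cells stably carrying GPR55 and arrestin-GFP stimulated by 5 µM LPI near EC80; imaged beta-arrestin-GFP aggregate spots per cell after agonist stimulation; plate controls were LPI-stimulated DMSO wells for no effect and DMSO wells without LPI for full effect; some results filed as inactive read as strong as hits; confirmed hits need IC50 under 10 µM and bright autofluorescent wells are also inconclusive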
RSV antiviral HEp-2 – RSV antiviral activity via CPE protection, HEp-2 cells, primary 10 µM value included (AID 2391); HEp-2 cells, RSV-induced CPE inhibition; higher % means a stronger effect; one-dose CPE inhibition, % at 10 µM; IC50 in µM for titrated hits; 0.13% of 310,000 active; in the data active = a potency from the dose series; inconclusive = CPE inhibition mostly from about 23% at the one dose, without a potency; inactive = the rest, 99 in 100 with CPE inhibition below about 21%; also: strong numbers were not always called active
GPR35 arrestin U2OS – GPR35 antagonists blocking zaprinast-driven arrestin recruitment, primary screen, imaging, U2OS, beta-arrestin-GFP, zaprinast agonist (AID 2058); G-protein coupled receptor 35 (Homo sapiens); U2OS GPR35 beta-arrestin-GFP translocation imaging, zaprinast antagonism; higher % means a stronger effect; one-dose inhibition, % at 10 µM; IC50 in µM for titrated hits; 0.052% of 290,000 active;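 active = inhibition of at least 50% with at least 30 cells and total cytoplasm GFP at most 10,000,000; inconclusive = under 30 cells or total GFP of 10,000,000 plus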
NS5 inhibitors pilot replicate – recorded beside NS5 inhibitors, whose call it bears; inhibition, %; measured here: pilot screen replicate inhibition
The depositor's hits bear a star; ? = inconclusive; · = not tested or not shown; [ ] = dose if it differs, or a comment. Hits appear at their usual frequency. About 1.5% of those tested had a hit in this group.

SMILES	NS5 inhibitors	PhoP inhibition	MgcRacGAP inhibition	HIV peptide binding	K1F lysis inhibition	Large T inhibition	GPR55 LPI antagonism	RSV antiviral HEp-2	GPR35 arrestin U2OS	others
O=C1/C(=N\S(=O)(=O)c2cccs2)C([n+]2cccc(Cc3ccccc3)c2)=C([O-])c2ccccc21	·	-36%	·	146%	·	2%	-3%	-0.7%	-1%
CC(C)N(C(=O)c1ccc2nc(-c3ccccc3)c(-c3ccccc3)nc2c1)C(C)C	2%	4%	2%	-0.8%	3.3%	3%	18%	5.7%	-12%
Cc1ccc(OCc2nc(C#N)c(NCCCn3ccnc3)o2)cc1	2%	11%	8%	-1.6%	3.8%	10%	22%	3.7%	-7%
Cc1onc(-c2ccccc2Cl)c1C(=O)NNC(=O)c1cccc(F)c1	-7%	2%	7%	0.3%	0.2%	22%	15%	0.9%	14%
Cc1ccccc1NC(=O)C1CC(=O)n2ncnc2N1 (centres undefined)	-8%	-4%	8%	-2.3%	-0.1%	-2%	3%	1.7%	4%
C/C(=N\NC(=O)CCc1ccc(S(=O)(=O)N2CCOCC2)cc1)c1ccc(Br)cc1	-5%	2%	10%	-0.1%	2.6%	3%	10%	0.3%	-6%
O=C(COc1ccc2c3c(c(=O)oc2c1)CCC3)NC1CCCCC1	-1%	-5%	3%	-2.3%	1.6%	2%	14%	4.5%	26%
COc1ccc(N2CC(C(=O)NCCS(=O)(=O)N3CCN(c4ccccc4)CC3)CC2=O)cc1 (centres undefined)	-11%	-3%	-6%	2.2%	0.1%	1%	15%	0.9%	-17%
CCc1nc(NCCO)c(C#N)c2c1CSC(C)(C)C2	14%	-21%	0%	-0.3%	-2.4%	8%	2%	0.6%	6%
COc1ccccc1C(OC(=O)c1cccs1)C(=O)NCC1CCCO1 (centres undefined)	2%	14%	1%	-2.8%	0.4%	5%	11%	-0.5%	11%
O=[N+]([O-])c1ccc(N2CCN(c3ccc(F)cc3)CC2)cc1	-3%	-4%	8%	-2.5%	0.4%	2%	2%	1.5%	-5%
COCc1nnc(NC(=O)CCCCCN2C(=O)c3ccccc3C2=O)s1	-5%	0%	5%	0.9%	2.5%	4%	-7%	-0.3%	0%
CSc1ccccc1C(=O)C1CCCN(C(=O)CCc2cccnc2)C1 (centres undefined)	-9%	3%	3%	-2.4%	0.5%	27%	-1%	0.8%	-8%
CCOc1ccc(CC(=O)N/N=C/c2cccnc2)cc1OCC	-4%	-1%	6%	0.5%	0.1%	3%	8%	0.8%	8%
COc1ccc(/C=C2\C(=N)N3N=C(CC(=O)N4CCOCC4)SC3=NC2=O)cc1	-1%	5%	6%	1.4%	0.3%	18%	3%	0.0%	7%
CC(C)CNCC(=O)N1c2ccccc2Sc2ccccc21	2%	9%	13%	-1.5%	4.0%	4%	6%	0.9%	-2%
N#C/C(=N\Nc1ccccc1F)c1nc(-c2ccccc2)cs1	20%	-4%	6%	-1.0%	0.2%	9%	-2%	-1.1%	0%
Cc1nnc(NC(=O)C2CCCN(S(=O)(=O)c3ccccc3C(F)(F)F)C2)s1 (centres undefined)	2%	-2%	8%	1.1%	1.4%	4%	2%	2.4%	-8%
C[n+]1ccc(CC2C(=[N+]([O-])[O-])C=Nc3ncnn32)cc1 (centres undefined)	2%	6%	9%	0.9%	-1.6%	8%	-4%	·	0%
COC(=O)Cn1c(=NC(=O)c2cc(OC)cc(OC)c2)sc2cc(OC)ccc21	-5%	-12%	10%	-1.3%	2.9%	2%	9%	1.2%	13%
O=S(=O)(Nc1cccc(C(F)(F)F)c1)c1cccnc1	-1%	-5%	6%	3.3%	0.2%	-3%	10%	0.9%	2%
N/C(=N\c1nc2ccccc2o1)NC(=O)c1ccccc1NC(=O)c1ccccc1	-5%	-2%	10%	2.2%	-1.2%	-5%	5%	4.0%	-14%
Cc1cn(S(=O)(=O)c2ccc(Br)c3ccccc23)cn1	·	-1%	·	1.8%	·	0%	13%	-0.1%	-5%
CCOc1ccc(OCC)c(NC(=O)C2CCCN(S(=O)(=O)c3cnc[nH]3)C2)c1 (centres undefined)	0%	-1%	3%	-1.2%	-1.6%	-1%	-8%	0.1%	8%
CCN(CC)C(=O)c1cn(CC)c(=O)c2cc(OC)c(OC)cc12	-3%	-1%	6%	0.9%	-0.1%	-2%	2%	2.3%	-16%
COc1ccc(C(=O)C2CCCN(C(=O)CCNC(C)=O)C2)cc1OC (centres undefined)	-3%	-1%	9%	-0.5%	0.3%	1%	-2%	-0.1%	-8%
CCCNC(=O)c1cnc(-c2ccccc2)nc1-c1ccccc1	-5%	7%	8%	2.7%	0.0%	3%	2%	2.9%	-3%
CN1CCN(c2nc(-c3ccccc3)ncc2S(=O)(=O)c2ccccc2)CC1	2%	2%	4%	2.2%	0.4%	0%	10%	-1.1%	-6%
Cc1nn(-c2ccc(F)cc2)c(C)c1CN1CCN(Cc2ccccc2)C(CCO)C1 (centres undefined)	-6%	-6%	2%	0.5%	0.1%	-3%	-4%	-2.7%	-4%
CCOC(=O)C1CCCN(Cc2ccccc2Cl)C1 (centres undefined)	-5%	11%	12%	2.5%	0.0%	-2%	-1%	2.6%	7%
Cc1nc2ccccc2n1CC(O)COc1ccccc1Cl (centres undefined)	-10%	4%	-6%	-0.5%	0.2%	10%	7%	-0.3%	8%
O=C(Nc1ccc(Br)cc1)c1cccc(-n2cnnn2)c1	-11%	-3%	5%	-1.7%	0.2%	6%	8%	13%	-15%
CCCCC(NC(=O)c1ccccc1)C(=O)OCC(=O)N1c2ccccc2Sc2ccccc21 (centres undefined)	5%	-4%	0%	-0.9%	0.1%	5%	-4%	0.8%	3%
CCCn1c(SCC(=O)NC)nnc1C(C)C	0%	-2%	1%	-0.5%	0.8%	1%	-4%	0.9%	9%
CC(C)(C)c1cc(C(=O)O)nn1-c1ccccc1	-1%	-1%	-4%	-1.3%	-1.9%	6%	-5%	3.0%	4%
COc1ccc2[nH]c(=O)c(C(c3nnnn3C3CCCC3)N(C)C3CCCCC3)cc2c1 (centres undefined)	10%	-10%	6%	-1.4%	3.0%	-2%	1%	0.0%	-5%
CN(Cc1ccccc1)Cc1c(F)cccc1F	-1%	2%	27%	-1.1%	-2.0%	2%	1%	0.1%	8%
COc1cccc(NC(=O)CN2CCN(c3ccccc3F)CC2)c1	-8%	-3%	6%	-2.2%	1.1%[50 µM]	7%	5%	0.1%	-19%
COc1ccccc1OCC(=O)NN1Cc2ccccc2C1=N	2%	-5%	-2%	0.6%	-2.7%	-4%	4%	1.0%	2%
CCOc1ccccc1NC(=O)c1cccc2c1C(=O)N(CCOC)C2	-2%	-1%	9%	7.2%	-1.6%	3%	22%	1.4%	-14%
COc1ccc(CC(=O)Nc2cc(C)on2)cc1	6%	7%	2%	-0.7%	0.1%	24%	-7%	3.4%	-4%
CCc1ccc(OC(=O)Nc2ccccc2)cc1	-3%	4%	12%	-0.5%	0.3%	11%	11%	1.8%	-12%
Cc1oc(-c2ccccc2)nc1C(=O)OCC(=O)NCc1ccccc1	0%	·	0%	·	0.1%[50 µM]	·	·	1.4%	·
CCc1c(C)nc(SCC(=O)N2CCN(c3ccccc3OC)CC2)[nH]c1=O	-1%	0%	-4%	0.3%	-0.4%	9%	4%	-1.4%	-2%
CCN(CC)S(=O)(=O)c1ccc(C(=O)N2CCN(C3=NS(=O)(=O)c4ccccc43)CC2)cc1	-7%	4%	6%	-0.4%	2.1%[50 µM]	3%	17%	-0.1%	17%
Cc1cc(C[n+]2ccsc2N)c2ncccc2c1	-5%	7%	4%	1.0%	0.9%[50 µM]	26%	2%	?	0%
COc1ccc(CC(C)NS(=O)(=O)c2ccc3c(c2)CCN3S(C)(=O)=O)cc1OC (centres undefined)	5%	2%	1%	-0.4%	0.7%	-10%	-7%	-0.8%	2%
CCn1c(=O)cc(OCC(=O)Nc2ccc(OC)c(OC)c2)c2ccccc21	-12%	-2%	13%	-1.1%	0.0%	6%	-8%	-0.2%	-7%
CN(C)C(=O)CCc1nc(-c2ccc(C(C)(C)C)cc2)no1	-1%	8%	16%	-0.5%	0.3%	4%	-9%	12%	5%
COc1ccccc1N1CCN(CC(O)COc2c(OC)cccc2OC)CC1 (centres undefined)	1%	-6%	9%	-3.3%	0.4%	0%	7%	0.4%	6%	NS5 inhibitors pilot replicate=0.0

Later entries
SMILES	NS5 inhibitors	PhoP inhibition	MgcRacGAP inhibition	HIV peptide binding	K1F lysis inhibition	Large T inhibition	GPR55 LPI antagonism	RSV antiviral HEp-2	GPR35 arrestin U2OS	others
O=C1CC(N2CCN(Cc3ccccc3)CC2)C(=O)N1c1ccccc1 (centres undefined)	-4%	29%	5%	1.0%	0.6%	-7%	0%	0.8%	-16%	NS5 inhibitors pilot replicate=-1.2
Cc1ccc(C(C)C)cc1OCC(=O)NNC(=O)Nc1ccccc1	-7%	7%	-9%	0.9%	-0.2%	4%	-10%	7.2%	-7%
COc1ccc(NC(=O)CCCNC(=O)Cn2cnc3sc4c(c3c2=O)CCCC4)c(OC)c1	-5%	7%	2%	-0.3%	-0.5%	21%	-22%	4.8%	0%
COc1cc(NC(=O)CN2CCN(c3ccccn3)CC2)cc(OC)c1OC	0%	2%	8%	0.5%	-1.4%	-4%	-10%	0.6%	-7%
CCCn1nc(C(=O)N2CCc3ccccc3C2)c2ccccc2c1=O	-6%	-6%	2%	0.3%	0.1%	18%	0%	1.1%	0%
Cc1cc(=O)oc2c3c(cc(OCC(=O)N[C@H](C(=O)O)c4ccccc4)c12)OC(C)(C)CC3	-3%	·	-3%	3.2%	4.0%	·	3%	2.0%	-4%
O=C(CSc1nc2ccccc2n1CC(=O)N1CCOCC1)N1CCCC1	-4%	3%	5%	0.5%	1.4%	16%	16%	2.4%	-5%

Compound activity deposited in PubChem BioAssay by several laboratories.
